CHOP inh: inhibitors of CHOP promoter induction, primary screen, cell-based, unfolded protein response, luciferase reporter; inhibition, % at 10 µM; hit rate 3.8% among 220,000; CHO-K1 CHOP-promoter luciferase, tunicamycin-induced, 15-18 h;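 active means compounds that reduced the stress-induced luciferase reporter signal by more than about 70% of percent inhibition, limit read from the data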;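 further: 0% = tunicamycin plus vehicle and 100% = wells without tunicamycin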
PPC-1+TRAIL kill: compounds killing PPC-1 cancer cells with TRAIL present, primary screen, TRAIL potentiator project, ATPLite luminescence, uHTS | PPC-1 cells + TRAIL, ATPLite viability luminescence | cell killing (% activity), % at 4 µM | hit rate 0.41% among 220,000 | AID 1443, 2008;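 active means cell killing above 50% in the first pass at 4 µM, then a duplicate retest at 5 µM averaging 50% or more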;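 further: plate controls were cells with TRAIL plus DMSO for no effect and medium-only wells lacking cells for full effect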
BaF3 tox: parental Ba/F3 cell viability inhibition, counter-screen for JAK2V617F inhibitor project, murine pro-B, CellTiter-Glo luminescence; hit rate 1.1% among 220,000; inhibition, % at 5.6 µM; CellTiter-Glo ATP luminescence;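 active means inhibition above a per-campaign cutoff, the mean inhibition of all tested compounds plus 3 SD, cut at about 27% in these data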;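 further: 0% = DMSO wells and 100% = JAK Inhibitor I control wells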
TRPML3 agonist: human TRPML3 channel agonists, primary screen, cell-based, HEK293 TRPML3-YFP, Fluo-8 calcium fluorescence, 3 µM | hit rate 0.29% among 220,000 | activation, % at 3 µM | 100% = the carbachol control signal;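 active means activation above its plate's cutoff, the mean activation of the plate's test wells plus 3 SD, cut at about 12% in these data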;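 further: 0% = DMSO only wells and 100% = carbachol wells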
Target sequence (Q8TDD5 whole entry, looked up): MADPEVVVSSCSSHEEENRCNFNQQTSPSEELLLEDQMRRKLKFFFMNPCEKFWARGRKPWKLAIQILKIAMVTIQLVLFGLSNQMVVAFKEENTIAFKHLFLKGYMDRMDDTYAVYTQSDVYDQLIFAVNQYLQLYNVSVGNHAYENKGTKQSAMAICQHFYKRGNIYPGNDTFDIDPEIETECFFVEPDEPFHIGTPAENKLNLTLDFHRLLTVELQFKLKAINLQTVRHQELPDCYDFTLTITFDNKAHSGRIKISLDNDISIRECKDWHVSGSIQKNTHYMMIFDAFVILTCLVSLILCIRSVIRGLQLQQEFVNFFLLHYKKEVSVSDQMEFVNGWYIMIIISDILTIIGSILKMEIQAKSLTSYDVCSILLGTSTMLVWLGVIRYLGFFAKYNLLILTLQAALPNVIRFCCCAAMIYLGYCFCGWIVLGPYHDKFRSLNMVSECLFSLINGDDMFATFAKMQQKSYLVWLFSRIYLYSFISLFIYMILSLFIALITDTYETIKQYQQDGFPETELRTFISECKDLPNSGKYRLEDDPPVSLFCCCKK
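Material: TRPML3-YFP stable HEK293 cells | Dosing: One concentration, 3 µM nominal, 0.3% DMSO | Timing: 125 s total fluorescence read per well | Technique: Fluo-8 calcium dye fluorescence, ex 470-495, em 515-575 nm | Measure: Percent activation from peak-to-basal fluorescence ratio, scaled between DMSO and carbachol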
zfTRPN1 agonist: zebrafish TRPN1 channel agonists, primary screen, cell-based, HEK293, calcium fluorescence; hit rate 0.18% among 220,000; transient receptor potential cation channel N1 (TRPN1/NompC), Danio rerio; activation, % at 3 µM; HEK293 zebrafish TRPN1-YFP, Fluo-8 calcium fluorescence; 100% = response to 87 µM carbachol;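 active means activation above its plate's cutoff, the mean activation of test wells on that plate plus 3 SD, cut at about 19% in these data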;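 further: 0% = DMSO alone and 100% = 87 µM carbachol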
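Material – zebrafish TRPN1-YFP in HEK293 cells · Doses – 3 µM single point · Schedule – dye 1 h 37 °C plus 30 min RT · Signal – Fluo-8 calcium fluorescence, excitation 470-495 nm, emission 515-575 nm · Read-out – % activation versus carbachol response · Control set – carbachol high, DMSO low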
Ba/F3 V617F tox: reduced viability of JAK2V617F-dependent Ba/F3 cells, primary screen, JAK2V617F inhibitor project, cell-based, Ba/F3 EpoR-JAK2V617F, luminescence; ATP luminescence; inhibition, % at 5.6 µM; hit rate 1.1% among 220,000; AID 1446, 2008;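 active means inhibition above the campaign mean plus 3 SD over all tested compounds, cut at about 24% in these data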;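 further: cytokine-independent growth of Ba/F3 cells driven by EpoR plus mutant JAK2; 0% = DMSO-treated cells and 100% = JAK inhibitor I control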
TNF necrop inh: inhibitors of TNF-alpha triggered necroptosis, primary screen, cell-based, Jurkat FADD-/-, single concentration. hit rate 0.068% among 220,000. Jurkat FADD-/- TNF necroptosis rescue, ATP luminescence, 24 h; 0 = TNF only, 100 = no-TNF cells. activation (protection from cell death), % at 10 µM;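 active means activation, meaning protection from cell death, of at least 50% relative to plate controls; inactive means activation below 50%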;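 further: necroptosis triggered by 40 ng/mL TNF-alpha added together with compound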
RBBP9 inh: human RBBP9 inhibitors, primary screen, biochemical, fluorescence polarization, FP-Rh probe, HTS | recombinant RBBP9 | inhibition, % at 7.94 µM | hit rate 0.2% among 220,000 | AID 1515, 2009;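 active means inhibition above the campaign mean of all tested compounds plus 3 SD, cut at about 14% in these data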;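 further: plate controls were DMSO wells with RBBP9 for no effect and wells lacking RBBP9 protein for full effect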
Target sequence (O75884 whole entry, looked up): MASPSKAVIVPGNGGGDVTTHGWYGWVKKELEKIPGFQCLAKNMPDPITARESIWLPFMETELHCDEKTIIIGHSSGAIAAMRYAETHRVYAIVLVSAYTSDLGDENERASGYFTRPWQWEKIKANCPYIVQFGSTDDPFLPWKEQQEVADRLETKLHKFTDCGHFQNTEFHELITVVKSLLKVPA
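Measured by – fluorescence polarization · Test system – RBBP9 protein · Input – 2.5 µM RBBP9 dispensing solution, before mixing · Measure – percent inhibition from mP, scaled between DMSO and no-protein wells · Benchmarks – DMSO-treated enzyme wells and wells lacking RBBP9 · Times – preincubation 30 min plus labeling 45 min at 25 °C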
Wee1 degr inh: Wee1 degradation inhibitors, primary screen, cell-based, HeLa, Wee1K328M-luciferase, luminescence; HeLa Luc-Wee1K328M stability; 100% = proteasome inhibitor MG132 effect; reporter increase, % at 5 µM; hit rate 1.2% among 220,000;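 active means activation above the mean of all tested compounds plus 3 SD, set per screening run, cut at about 8.8% in these data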;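 further: cells exposed to compound for 20 h before luminescence read; 0% = DMSO alone and 100% = MG132 at 30 µM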
Starred values were filed as active, the others as inactive; x = not tested or not shown.

SMILES	CHOP inh	PPC-1+TRAIL kill	BaF3 tox	TRPML3 agonist	zfTRPN1 agonist	Ba/F3 V617F tox	TNF necrop inh	RBBP9 inh	Wee1 degr inh
CCN(CC)c1ccc(/C=N/NC(=O)CC(C)C)cc1	-21.4	13.4	11.6	-1.0	-2.4	-4.3	1.0	-2.8	3.2
CN1CCN(S(=O)(=O)c2cccc(C(=O)NCc3ccccc3Cl)c2)CC1	-3.9	6.1	0.2	0.7	1.8	-2.9	1.3	-1.5	-4.4
CS(=O)(=O)N(CC(=O)NCCSc1ccc(Cl)cc1)c1ccc2c(c1)OCO2	29.6	15.4	0.9	-0.7	-0.9	-6.6	0.7	4.8	-3.2
CCOC(=O)c1c(/N=C/N(C)C)sc(/C=N/Nc2ccccc2)c1-c1ccc(Cl)cc1	-10.8	16.5	2.4	-0.8	-1.5	-3.3	-0.6	3.1	3.8
COC(=O)COc1ccc(-c2ccc(F)cc2)cc1C=O	8.8	x	4.1	0.2	-2.6	-2.8	-1.6	0.7	3.9
Cc1ccc(S(=O)(=O)N(C)CCCC(=O)NCc2ccc3c(c2)OCO3)cc1	13.2	-5.1	-0.5	-0.4	0.0	-2.8	-1.2	2.4	-3.3
O=C1CC(c2ccccc2)Sc2nc3ccccc3n21 (centres undefined)	14.6	20.8	9.5	0.3	1.1	0.4	1.0	-8.5	4.7
CCc1ccc(/C=C2/C(=O)N(CC)C(=S)N2C)s1	65.6	33.9	3.3	0.3	-1.0	2.1	0.5	-1.5	3.8
CCCc1cc(Nc2c(C)n(C)n(-c3ccccc3)c2=O)n2c(nc3ccccc32)c1C#N	-37.9	7.5	3.5	1.0	0.7	-2.3	-0.6	-7.3	0.9
CC(=O)c1cccc(NC(=O)COc2ccc(S(=O)(=O)N3CCCCC3)cc2)c1	-0.7	46.9	0.7	0.5	1.4	-1.5	0.6	0.7	-0.9
CC1CCC(NC(=O)C2CCN(c3cnccn3)CC2)CC1 (centres undefined)	23.6	24.2	3.7	0.1	0.4	-1.4	-0.5	-0.2	1.7
CCCNC(=O)NC(=O)COc1ccc(-c2ccc(C#N)cc2)cc1	12.0	0.6	0.8	0.4	0.4	-2.7	0.8	-3.8	3.1
COc1ccc(C2CC(c3cccs3)=NN2S(C)(=O)=O)cc1OC (centres undefined)	2.9	-8.8	5.4	1.1	-0.5	0.9	-0.1	-7.5	-1.6
O=C(NCCCO)/C(=C\c1cn(-c2ccccc2)nc1-c1cccnc1)NC(=O)c1ccccc1	-23.6	6.2	4.6	0.5	0.8	-4.5	0.7	-0.9	1.9
CCCN(S(=O)(=O)c1ccc(OCC)cc1)S(=O)(=O)c1cccs1	-2.7	8.7	1.2	0.7	0.5	-2.6	-2.0	-7.0	-1.4
COCCn1c(=S)[nH]c2cc(C(=O)NCCc3ccc(OC)c(OC)c3)ccc2c1=O	-21.9	12.0	3.5	0.8	-0.2	0.3	-0.2	1.1	3.1
CC(=O)NC(NC(=S)Nc1ccc(S(N)(=O)=O)cc1)C(Cl)(Cl)Cl (centres undefined)	2.5	21.1	-1.1	-0.5	-1.5	2.0	0.1	-6.6	-1.4
Cc1ccccc1NC(=O)c1oc(=O)c2ccccc2c1-c1ccccc1	29.4	35.6	-5.1	-0.5	-2.2	-3.9	1.3	-7.4	-1.2
CCOC(=O)/C(=C/c1ccc(N2CCC(c3ccccc3)=N2)cc1)C(C)=O	-21.8	35.4	5.0	1.5	1.5	0.9	-5.1	-0.1	2.2
Cc1ccc2[nH]c(=O)c(CN(Cc3cccs3)Cc3nnnn3CC3CCCO3)cc2c1 (centres undefined)	2.8	21.3	9.3	-0.1	-1.0	1.9	-3.0	4.4	-1.0
O=c1c2oc3ccccc3c2ncn1Cc1ccccc1F	0.6	10.5	-0.5	-0.4	1.2	-5.3	2.2	-2.3	6.9
CCc1nc(SCC(=O)Nc2ccc(OC)cc2[N+](=O)[O-])n[nH]1	17.0	2.0	0.9	0.2	0.9	-0.2	0.5	-2.7	-0.7
O=C(O)CCCNS(=O)(=O)c1ccc(F)cc1	38.8	11.8	-0.5	1.2	-0.4	2.6	0.3	-6.4	-0.3
CC(NC(=O)C1(S(=O)(=O)c2ccc(Cl)cc2)CC1)c1ccccc1 (centres undefined)	14.4	21.6	14.0	-0.5	-2.0	7.2	-1.8	-0.1	2.9
Oc1cccc(NC(=S)Nc2ccccc2)c1	4.8	26.8	2.0	0.5	1.4	-0.2	-1.0	-0.6	0.1
COC(=O)CSc1nnc2n(-c3ccc(OC)cc3)c(=O)c3c4c(sc3n12)CCCCC4	39.5	15.6	5.6	-0.2	-0.8	-0.9	0.2	-4.5	-3.4
Cc1ccc(C(=O)COC(=O)c2ccc3c(c2)C(=O)N(c2cccc4ncccc24)C3=O)cc1C	66.9	24.4	-0.3	0.1	-0.4	0.5	-0.9	10.0	-4.7
O=C(NCc1ccc2c(c1)OCO2)c1cc2n(n1)C(C(F)(F)F)CC(c1ccc3c(c1)OCO3)N2 (centres undefined)	47.3	36.5	6.2	0.8	2.8	2.4	0.5	4.2	-1.7
Cc1ccc(C)c(N(CC(=O)NCCSCc2ccco2)S(C)(=O)=O)c1	11.3	3.2	2.0	0.5	0.3	-4.7	-3.7	-2.2	-1.6
Cc1cccc(NC(=O)CSc2ncnc3nc[nH]c23)c1C	-22.3	-4.6	9.0	0.5	0.9	4.2	-1.0	-10.6	-2.5
O=[N+]([O-])c1ccc(N2CCN(c3ccc(O)cc3)CC2)c(Cl)c1	35.9	-7.3	3.6	0.4	0.5	-2.3	-12.2	-8.4	4.3
COc1ccc2[nH]c(-c3ccc(C)cc3)cc(=O)c2c1	41.7	72.7*	10.6	0.5	1.1	-0.1	-5.9	-6.1	-0.2
Cc1cccc(Nc2ncc3c(n2)CC(c2ccco2)CC3=O)c1 (centres undefined)	54.2	6.6	4.3	-0.1	-1.6	-2.5	1.7	5.5	1.3
CN(C)c1cccc2c(S(=O)(=O)Nc3ccccn3)cccc12	46.6	25.5	2.2	1.0	1.6	-0.5	-0.6	-12.4	0.7
O=C1NC(NS(=O)(=O)c2ccccc2)(C(F)(F)F)C(=O)N1Cc1cccnc1 (centres undefined)	5.6	-1.0	2.6	0.1	0.6	3.8	0.0	-11.7	-0.6
COc1ccc(CCn2c(C)nc3ccccc3c2=O)cc1OC	13.0	11.6	2.6	1.1	2.0	-0.4	-0.4	-8.8	-2.3
Cc1c(CCOC(=O)CC23CC4CC(CC(C)(C4)C2)C3)sc[n+]1CC(=O)c1ccccc1	53.8	34.0	7.6	0.3	-1.0	-0.1	-0.4	-16.0	-1.0
C/C(=N/NS(C)(=O)=O)c1ccc2ccccc2c1	8.3	1.8	6.2	0.1	-1.4	-3.8	-0.7	-5.2	-2.6
COc1ccc(C(=O)O/N=C(\N)Cc2ccc(Cl)cc2Cl)cc1OC	60.4	0.7	1.8	1.4	0.3	-0.6	1.9	-7.5	-3.4
COc1nc(NCC(C)C)nc(Oc2ccc(OCc3ccccc3)nn2)n1	1.8	-5.3	7.7	0.0	-1.1	3.0	-2.4	-13.0	0.6
CSC[C@@H]1NC(=S)N(c2ccc(C)cc2)C1=O	-46.0	-4.2	0.9	1.5	1.8	-2.9	1.5	-4.2	1.2
COCC1CCN(Cc2cn[nH]c2-c2cc(OC)c(OC)c(OC)c2)CC1	4.1	5.7	2.3	1.1	-0.8	-2.2	-1.0	5.3	0.1
CN(C(=O)c1cc2nc(-c3ccco3)cc(C(F)(F)F)n2n1)C1CCCCC1	92.8*	1.0	0.6	0.7	0.5	-1.5	1.2	-0.7	-0.4
O=C(NNS(=O)(=O)c1ccc(F)cc1F)C1Cc2c(ccc3ccccc23)O1 (centres undefined)	38.2	-22.4	6.7	2.9	3.5	-4.6	-4.7	-10.2	-2.3
CCCNC(=S)Nc1ccc(S(N)(=O)=O)cc1	11.8	0.1	6.0	1.4	0.5	1.1	0.9	2.2	2.7
O=C(O)C1CCN(c2ccc([N+](=O)[O-])cc2[N+](=O)[O-])CC1	5.0	0.6	1.2	1.3	0.5	-4.7	4.0	6.1	-2.8
COc1ccccc1C(=O)Nc1cc(-c2nn3c(C)nnc3s2)ccc1C	x	x	-0.8	-0.8	0.3	0.9	-6.2	-4.9	2.5
OCCNCc1cccc(OCc2ccc(Cl)cc2)c1	12.4	11.2	10.8	1.1	0.3	1.8	5.5	-4.4	2.5
O=C1C(=O)N(c2ccccc2)c2ccccc21	-10.0	14.6	0.0	-0.2	0.3	-1.8	0.1	0.8	-0.1
CSc1nnc(C)c(=O)n1COC(=O)c1ccccc1	-22.1	-15.4	-1.3	0.6	1.1	-3.9	1.1	-3.0	6.8
Cc1cc(C)c(S(=O)(=O)N2C=CC(C(F)(F)F)=NCC2)c(C)c1	66.8	1.7	4.2	0.6	1.1	0.1	0.2	-3.7	-3.0
COc1ccc(/C=N/N2CCN(c3ccccc3OC)CC2)cc1OC	-4.4	11.1	1.6	-0.3	-0.7	6.1	-1.0	-4.2	-1.0
COc1cc(NC(=O)COC(=O)c2n[nH]c3ccccc23)c(C)cc1[N+](=O)[O-]	9.3	22.9	-0.5	0.7	0.8	-4.8	0.0	-1.1	-0.3
Cc1cc(OCCN2CCOCC2)nc2ccccc12	43.0	16.8	3.7	0.5	1.7	-1.2	0.4	-7.5	-1.7
CCCC(=O)Nc1cc(=O)[nH]c2ncnn12	12.1	9.6	-0.1	0.9	0.9	-4.2	0.3	3.8	0.6
O=C(O)c1cccc(Cl)n1	1.1	-9.7	0.7	-0.3	1.3	2.3	-0.4	-9.4	-0.1

Compound activity deposited in PubChem BioAssay by several laboratories.
